High-throughput results: PubChem BioAssay, National Center for Advancing Translational Sciences (NCATS)
AmpC inh no detg: blocks E. coli AmpC beta-lactamase in detergent-free assay. P00811. AmpC nitrocefin hydrolysis, absorbance 480 nm, 0.0001% Triton. Potency, µM (titrated, usually from 57.1 µM), for inactives: top-dose activity change, negative = inhibition, usual class: inhibitors. hit rate 0.52% among 330,000. AID 485341;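 also: potency is read from the fitted curve at half-maximal effect; plate controls were no compound for no effect and no enzyme for full effect; nearly all actives have a fitted effect of over 20% in size; some results filed as inactive show a strong effect at the top dose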
Target sequence (P00811 whole entry, looked up): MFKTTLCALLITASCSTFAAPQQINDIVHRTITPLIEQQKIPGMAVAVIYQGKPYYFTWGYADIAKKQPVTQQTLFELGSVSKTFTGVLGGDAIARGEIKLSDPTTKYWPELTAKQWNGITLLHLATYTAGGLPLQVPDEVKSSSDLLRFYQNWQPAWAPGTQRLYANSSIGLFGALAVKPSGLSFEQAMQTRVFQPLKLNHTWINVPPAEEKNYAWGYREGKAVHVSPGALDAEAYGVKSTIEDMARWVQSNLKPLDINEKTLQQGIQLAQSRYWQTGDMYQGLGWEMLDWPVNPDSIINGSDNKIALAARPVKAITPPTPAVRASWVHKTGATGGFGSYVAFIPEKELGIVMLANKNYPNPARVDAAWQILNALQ
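20 mM phosphate pH 7.0 + 0.01% (detergent screen) or 0.0001% Triton X-100; 5.3 nM AmpC reagent; cpd preinc 15 min RT; nitrocefin (800 uM stock) to start; A480 q20 s × 4 min; Activity was normalised to no-enzyme and no-compound control wells.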
Cycloheximide cs: counter-screen hit for Shiga toxin inhibitors, cycloheximide. cell reporter, cycloheximide protein synthesis inhibition counterscreen. max response, %. hit rate 12% among 300,000. AID 2314; in the data active = max response mostly above about 13%, no sharp cut-off; inactive = mostly below about 14%; also: read at 38.3 µM for the half of the compounds with a filed dose; 0% is about no effect
Pf growth 48h: inhibits P. falciparum growth in the first generation, 48 h; P. falciparum luciferase growth in erythrocytes, 48 h; Potency, µM (series often up to 28.7 µM), for the others: at the top dose activity change, negative = inhibition, hits mostly inhibitors; hit rate 5.9% among 310,000; AID 504832; also: potency is read from the fitted curve at half-maximal effect; % is scaled to controls: 0 for no effect and ±100 for the full control effect
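Cell-based growth assay: transgenic P. falciparum expressing firefly luciferase, cultured in red cells within RPMI 1640 containing 0.5% w/v Albumax, 24 mM bicarbonate and gentamycin. A drop in luciferase activity indicates inhibition.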
LmPK inh: LmPK (Leishmania mexicana) enzyme inhibition | Q27686 | purified LmPK, Kinase-Glo ATP luminescence, 1 h | Potency, µM (top dose mostly 57.5 µM), inactives show at the top dose activity change, negative = inhibition, hits mostly inhibitors | hit rate 0.37% among 290,000; also: potency is read from the fitted curve at half-maximal effect; % is scaled to controls: 0 for no effect and ±100 for the full control effect
Target sequence (Q27686 whole entry, looked up): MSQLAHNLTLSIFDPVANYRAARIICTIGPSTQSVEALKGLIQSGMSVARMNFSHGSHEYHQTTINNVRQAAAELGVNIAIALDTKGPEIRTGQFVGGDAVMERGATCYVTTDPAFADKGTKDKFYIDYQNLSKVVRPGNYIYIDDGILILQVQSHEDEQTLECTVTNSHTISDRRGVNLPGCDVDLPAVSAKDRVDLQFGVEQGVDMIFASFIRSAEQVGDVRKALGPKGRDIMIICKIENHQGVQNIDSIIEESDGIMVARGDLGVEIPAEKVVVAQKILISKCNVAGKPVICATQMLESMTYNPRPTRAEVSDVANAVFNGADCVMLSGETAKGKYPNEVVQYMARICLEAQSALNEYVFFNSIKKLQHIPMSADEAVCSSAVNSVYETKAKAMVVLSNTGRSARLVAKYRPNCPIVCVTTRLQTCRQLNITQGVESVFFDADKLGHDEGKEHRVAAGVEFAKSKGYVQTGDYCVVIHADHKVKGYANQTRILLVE
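Purified LmPK (0.1 nM) with 0.5 mM PEP and 0.1 mM ADP in imidazole buffer pH 7.2 with MgCl2/KCl, 1 h at room temperature. ATP formed was read by luciferase luminescence and normalized to no-enzyme and uninhibited controls.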
Pf growth 96h: P. falciparum growth inhibition at 96 hours. hit rate 6.9% among 320,000. Potency, µM (highest dose often 28.7 µM), without a hit: top-dose activity change, negative = inhibition, usual class: inhibitors. P. falciparum luciferase reporter growth, 96 h; also: potency is read from the fitted curve at half-maximal effect; % is scaled to controls: 0 for no effect and ±100 for the full control effect
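Parasite growth measured via integrated firefly luciferase reporter in P. falciparum. Infected erythrocytes at 2% hematocrit, 0.05% parasitemia final were treated 96 hours at 37 C under 5% CO2, and luminescence was read.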
Tb PYK inh: T. brucei pyruvate kinase inhibition. Q57TT1. TbPYK enzyme, Kinase-Glo Plus ATP luminescence, 45 min. Potency, µM (titrated, usually from 76.8 µM), for the others: top-dose activity, negative = inhibition, usual class: inhibitors. hit rate 0.12% among 410,000. AID 624173; also: potency is read from the fitted curve at half-maximal effect; % is scaled to controls: 0 for no effect and ±100 for the full control effect; nearly all actives have a fitted effect of over 50% in size
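T. brucei PYK with substrate was exposed to pin-transferred compounds across a concentration series, then started with 130 uM ADP (final). After 45 min at room temperature, Kinase-Glo Plus luminescence was read, normalized and curve-fitted.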
Shiga toxin inh: blocks Shiga toxin action in Vero cells; Vero cells, Shiga toxin protein synthesis inhibition reporter; inhibition, % at 38.7 µM; hit rate 9.2% among 290,000; in the data active = inhibition mostly above about 28%, no sharp cut-off; inactive = mostly below about 43%; also: 0% is about no effect
Numbers without * were called inactive; ? = inconclusive; . = no result given; & = joins results of further samples; [ ] = another dose, or the depositor's remark. Unless noted, calls follow the shape of the dose curve; as a rule, active = well fitted curve in the direction sought with a large enough effect; inconclusive = small, poorly fitted or top-dose-only effect, or another doubt; inactive = no such curve, though single readings can be large; an effect the other way counts as inactive or inconclusive.

SMILES	AmpC inh no detg	Cycloheximide cs	Pf growth 48h	LmPK inh	Pf growth 96h	Tb PYK inh	Shiga toxin inh
COC(=O)c1c(NC(=O)c2ccco2)sc2c1C(C(=O)OC)CC2 (stereo not drawn)	-4.8%	-4.0	10.3%	1.1%	?	-0.2%	19.7
O=C(Cc1cccs1)N/N=C/c1ccco1	-47.2%	-1.5	13.5%	5.3%	35.5%[activator]	-3.3%	14.9
C1=CCC(CN2CCNCC2)CC1 (stereo not drawn)	-17.9%	0.8	32.9%[activator]	8.0%	0.0%	5.7%	-1.8
CC(C)c1nc2c([nH]1)c(=O)n(C)c(=O)n2C	-8.9%	-2.2	86.9%[activator]	-2.5%	30.3%[activator]	-3.6%	-2.6
CCC(=O)c1ccc(N2CCC(C)CC2)c(F)c1	-21.0%	30.4*	10.5%	-2.2%	9.3%	4.3%	36.1*
O=C(NCCCO)C(=O)c1c(-c2ccccc2)cc2ccccn12	-15.4%	5.4	3.3%	1.7%	9.4%	4.3%	-8.6
O=C(CN1CCN(S(=O)(=O)c2ccc(F)cc2)CC1)Nc1ccc(F)cc1F	30.7%	60.1*	13.7%	-1.4%	?	-2.5%	37.5*
O=c1cc(CN2CCN(c3cccc(Cl)c3)CC2)c2cc3c(cc2o1)CCCC3	-11.1%	-1.2	-22.6%	0.7%	.	-0.3%	-1.5
O=C(CSc1n[nH]c(=O)[nH]c1=O)Nc1ccc(Br)cc1Br	-21.3%	.	-18.4%	.	-20.7%	5.8%	.
CCOC(=O)C1CCN(c2ccc(C(=O)O)cc2[N+](=O)[O-])CC1	-24.5%	-2.9	-1.2%	0.5%	-13.4%	-3.8%	-8.0
CC(NC(=O)c1cc(F)c(F)c(F)c1F)c1ccc(-n2ccnc2)cc1 (stereo not drawn)	-14.3%	-1.3	?	-1.7%	-4.2%	4.4%	-9.2
COc1ccc2cc(C(C)=O)c(=O)oc2c1	-7.5%	10.6	10.9%	2.6%	-11.3%	-2.3%	12.4

A section of the results above, for reference:
SMILES	AmpC inh no detg	Cycloheximide cs	Pf growth 48h	LmPK inh	Pf growth 96h	Tb PYK inh	Shiga toxin inh
CCC(=O)c1ccc(N2CCC(C)CC2)c(F)c1	-21.0%	30.4*	10.5%	-2.2%	9.3%	4.3%	36.1*
O=C(NCCCO)C(=O)c1c(-c2ccccc2)cc2ccccn12	-15.4%	5.4	3.3%	1.7%	9.4%	4.3%	-8.6
O=C(CN1CCN(S(=O)(=O)c2ccc(F)cc2)CC1)Nc1ccc(F)cc1F	30.7%	60.1*	13.7%	-1.4%	?	-2.5%	37.5*
O=c1cc(CN2CCN(c3cccc(Cl)c3)CC2)c2cc3c(cc2o1)CCCC3	-11.1%	-1.2	-22.6%	0.7%	.	-0.3%	-1.5
O=C(CSc1n[nH]c(=O)[nH]c1=O)Nc1ccc(Br)cc1Br	-21.3%	.	-18.4%	.	-20.7%	5.8%	.
CCOC(=O)C1CCN(c2ccc(C(=O)O)cc2[N+](=O)[O-])CC1	-24.5%	-2.9	-1.2%	0.5%	-13.4%	-3.8%	-8.0
CC(NC(=O)c1cc(F)c(F)c(F)c1F)c1ccc(-n2ccnc2)cc1 (stereo not drawn)	-14.3%	-1.3	?	-1.7%	-4.2%	4.4%	-9.2

Later entries
SMILES	AmpC inh no detg	Cycloheximide cs	Pf growth 48h	LmPK inh	Pf growth 96h	Tb PYK inh	Shiga toxin inh
O=C(COC(=O)C1CCN(c2ccc(C(F)(F)F)cn2)CC1)Nc1cccc(F)c1	1.9%	.	4.6%	.	101.6%[activator]	-3.7%	.
COc1ccc(/C=N\NC(=O)c2ccccc2)cc1COc1ccc(F)cc1	-10.3%	27.2*	?	5.5%	?	-0.9%	198.0
O=C(Nc1ccc2oc(-c3ccccc3Cl)nc2c1)c1cncc(Br)c1	-16.4%	65.8*	126.3%[activator]	0.1%	-6.2%	2.3%	70.7*
Cc1nn(-c2ccccc2)nc1C(=O)NNC(=O)c1ccc(C(F)(F)F)cc1	-23.5%	6.3	5.8%	2.3%	24.5%	-0.8%	-1.4
COc1cc(OC)c2c(-c3ccccc3)cc(=O)oc2c1C(CC(=O)N1CCN(c2ccccc2)CC1)c1ccc(N(C)C)cc1 (stereo not drawn)	-15.0%	9.1&-4.2	?	-0.6%	?	0.2%	-4.5&3.3
Cc1ccc(NC(=O)CN(C)C(=O)c2cccc(Br)c2)cc1	1.3%	3.5	16.4%	-4.7%	48.5%[activator]	-3.3%	22.8
CSCC[C@H](N)C(=O)N1CCC(C(=O)N[C@@H](C)C(=O)NCc2ccc(F)cc2)CC1	-11.3%	-3.8	29.7%	-6.9%	33.6%[activator]	-1.2%	-3.0
Cc1cc(=O)oc2cc(OC(C)C(=O)NCc3ccccn3)ccc12 (stereo not drawn)	-5.1%	-6.0	-3.2%	-8.1%	?	9.0%	-10.4
COc1cccc(-c2cccc(NC(=O)C3CCN(Cc4ccc(CO)o4)CC3)c2)c1	3.1%	-2.1	-17.7%	-0.7%	36.0%[activator]	1.0%	-8.0
O=NCc1ccc([N+](=O)[O-])o1	.	.	?	.	13.5µM*	-15.2%	.
O=C(CSc1nnc(C2CC2)n1C1CC1)c1cc(F)ccc1F	-20.2%	.	?	.	-3.0%	-6.0%	.
COC(=O)c1cc2oc3ccccc3c2n1CC(=O)N1CCCc2ccccc21	-24.7%	2.9	?	12.4%	.	3.5%	19.4
Cc1ccc(-n2c(SCC(=O)NCCN3C(=O)CSC3=O)nnc2-c2ccccc2F)cc1	78.2%[activator]	-1.5	-12.2%	8.9%	14.7µM*	-10.3%	-1.1
CCc1cc(C(=O)COc2ccc(F)cc2)c(O)cc1O	-33.2%	19.6*	4.7%	1.2%	-5.5%	-2.4%	40.3*
CC(=O)c1ccc(N2CCN(C(=O)c3nn(Cc4ccccc4)c(=O)c4ccccc34)CC2)cc1	70.5%[activator]	10.4	3.7µM*	1.0%	-4.2%	5.5%	17.3
CCOc1c(Br)cc(CNC2CCCCCCC2)cc1OC	-7.3%[2.29 µM]	-5.9	10.4µM*	0.5%	6.0%	-1.5%	17.5
O=C(Cn1nnc(-c2ccc([N+](=O)[O-])cc2)n1)NNC(=O)c1ccccc1	-24.4%	11.1	13.0%	-7.5%	-18.8%	-11.7%	-10.2
O=C(O)c1cc2n(n1)CCN(Cc1ccccc1Cl)C2=O	-11.6%	-8.2	5.2%	-0.3%	14.5%	0.3%	-3.5
COc1cc(NC(=O)c2cc3c(Cl)nc4ccccc4c3s2)cc(OC)c1OC	?	5.6	0.828µM*	0.0%	?	-2.3%	-12.5
Cc1cccc(C(=O)C2CCOC(C)(C)C2)c1 (stereo not drawn)	1.5%	-2.1	37.8%[activator]	3.7%	13.9%	-0.6%	2.3
CCOC(=O)N1CCN(S(=O)(=O)c2cc(Cl)c(OC)cc2Cl)CC1	41.8%	-1.8	?	3.1%	-2.1%	-4.2%	-5.1
CCCCCCCCCCCC(=O)NC(C(=O)OCC)C(O)c1cccc([N+](=O)[O-])c1 (stereo not drawn)	-4.7%	-3.0	?	4.2%	?	3.4%	1.1
O=C(Nc1nnc(C2CCCCC2)s1)c1ccc(Br)s1	-15.4%	7.0	14.4%	-10.5%	229.8%[activator]	4.0%	-2.6
O=C(NCCOc1ccccc1Cl)C(=O)NCCOc1ccccc1Cl	-4.3%	-4.0	-2.9%[5.75 µM]	3.5%	2.94µM*	-1.2%	-4.0
O=C(N1CCOCC1)n1nnc2ccccc21	12.6µM*	4.8	?	0.0%	-0.3%	0.7%	3.1
COc1cc(N2C(=O)NC3CC2(C)Oc2ccccc23)cc(OC)c1OC (stereo not drawn)	0.2%	-1.0	29.9%	-5.0%	1.5%	-8.7%	24.3
CCN1CCN(C(=O)C2=C(C(=O)O)CCCC2)CC1	-6.4%	6.7	11.1%	-2.9%	.	0.1%	-13.1
C=CCOC(=O)C1=C(C)N=C2SCCC(=O)N2C1/C=C/c1ccccc1OC (stereo not drawn)	61.0%[activator]	-1.3	?	1.7%	-0.5%	-1.0%	-4.6
CCOC(=O)c1c(NC(=O)c2ccccc2Br)sc2c1CCc1ccccc1-2	-38.1%	12.8	.	-3.3%	?	-20.0%	-8.2
CCOc1ccc(NC(=O)CN(C)C(=O)c2c(-c3c(F)cccc3Cl)noc2C)cc1OCC	111.3%[activator]	.	?	.	1.04µM*	3.4%	.
O=C(/C=C/c1ccc2c(c1)OCO2)Nc1nc(-c2ccc(F)cc2)cs1	-33.5%	2.0	12.0%	0.6%	?	.	-2.0
CCOc1ccc(C2C(C(=O)c3cccs3)=C(O)C(=O)N2CCCn2ccnc2)cc1 (stereo not drawn)	-16.8%	8.9	33.2%[activator]	-6.3%	41.4%[activator]	1.2%	27.3
Cc1ccc(S(=O)(=O)Nc2c(C)nc3nc(C)[nH]n3c2=O)c(C)c1	-33.8%	-4.7	-5.0%	0.3%	36.7%	1.8%&-2.8%	20.0
NC(=S)N/N=C\c1c2ccccc2cc2ccccc12	-42.3%	-0.3	-2.7%	-3.1%	-15.8%	-5.3%	1.0
Cc1ccc(CNC(=O)CCS(=O)(=O)c2ccc(Br)s2)o1	-17.1%	-1.7	9.2%	3.4%	?	-30.0%	-4.2
Cc1ccc(Nc2nc(C)cc(C)n2)c(Br)c1	-12.0%	13.2	10.5%	-0.1%	?	-11.3%	79.0
COC(=O)c1ccc(NC(=O)CS(=O)(=O)c2ccccc2)cc1	-25.3%	11.0*	12.4%	-2.9%	-28.9%	-1.8%	46.3
CC1CCN(C(=O)c2[nH]cnc2C(=O)N[C@@H](C)c2ccccc2)CC1	3.4%	.	31.0%[activator]	.	0.0%	-11.8%	.
Cc1ccc(-n2c3c(cc(C(=O)NCc4ccco4)c2=O)C(=O)CCC3)cc1	7.3%	-1.5	-11.1%	3.8%	1.5%	3.8%	-8.4
Cn1nc(C(F)(F)F)c(C#N)c1N1CCN(c2cccc(C(F)(F)F)c2)CC1	.	0.7	5.7%	-5.2%	?	5.9%	6.4
NCCC1CCCC(CCN)N1 (stereo not drawn)	-29.1%	.	-1.5%	.	26.0%	4.0%	.
Cc1cccc(NC(=S)NC(=O)Cc2ccccc2)c1C	-33.3%	8.0	?	-5.4%	-4.8%	-1.3%	15.5*
O=C(CO/N=C/c1cccc([N+](=O)[O-])c1)Nc1ccc2ccccc2c1	-42.9%	7.1	19.5%	3.0%	.	-0.1%	18.9
COc1ccc(NC(C)=O)cc1S(=O)(=O)NC(Cc1ccccc1)C(=O)O (stereo not drawn)	-16.5%	-2.6	74.4%[activator]	2.2%	3.4%	-1.7%	-3.7
O=C(COC(=O)c1cc(F)cc(F)c1)Nc1cccnc1Cl	-12.6%	6.5	20.0%	-0.4%	57.1%[activator]	8.3%	-6.0
CCSc1ccccc1C(=O)Nc1ccc(S(=O)(=O)NC(C)=O)cc1	-16.2%	-1.1	11.4%	3.2%	5.2%	-5.1%	-6.5
